hcGAS inh – human cGAS inhibition | recombinant h-cGAS, ATP depletion, Kinase-Glo luminescence | inhibition, % at 12.5 µM | 0.081% of 290,000 active;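 note: 0% = vehicle reaction and 100% = reaction without DNA for no activity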
Target sequence (Q8N884 whole entry, looked up): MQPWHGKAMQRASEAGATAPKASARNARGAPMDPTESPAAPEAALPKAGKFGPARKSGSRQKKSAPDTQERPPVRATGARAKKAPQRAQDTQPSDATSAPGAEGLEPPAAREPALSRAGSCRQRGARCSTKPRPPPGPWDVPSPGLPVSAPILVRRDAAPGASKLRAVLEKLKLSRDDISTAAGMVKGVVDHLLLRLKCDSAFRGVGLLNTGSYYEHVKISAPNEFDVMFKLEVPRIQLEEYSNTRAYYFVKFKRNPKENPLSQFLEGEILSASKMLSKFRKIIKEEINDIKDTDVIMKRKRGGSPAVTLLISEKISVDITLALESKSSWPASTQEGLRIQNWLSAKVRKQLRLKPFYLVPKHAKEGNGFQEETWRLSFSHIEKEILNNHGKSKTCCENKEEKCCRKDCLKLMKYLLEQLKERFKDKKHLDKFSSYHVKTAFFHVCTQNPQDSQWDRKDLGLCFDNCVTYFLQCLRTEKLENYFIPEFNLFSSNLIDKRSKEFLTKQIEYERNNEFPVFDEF
NPYLR7 agonist – mosquito NPYLR7 agonism; 0.15% of 270,000 active; AID 1259423; activation, % at 10 µM; HEK293T NPYLR7/Galpha15, GCaMP6s calcium fluorescence; in the data active = activation above about 40%;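 note: 0% = vehicle and 100% = reference agonist at the receptor; some compounds past the cut are filed as inactive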
mcGAS lum – mouse cGAS inhibition by luminescence. recombinant cGAS, Kinase-Glo ATP depletion luminescence. Q8C6L5. 0.15% of 160,000 active. inhibition, % at 12.5 µM;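 note: 0% = negative control wells and 100% = reference inhibitor with no enzyme activity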
Numbers without * were called inactive; · = no result given; & = joins results of further samples. Cut-off read from the data, not from the text of the source, unless noted: active = inhibition above about 40%; inactive = the rest.

SMILES	hcGAS inh	NPYLR7 agonist	mcGAS lum
COc1ccc(S(=O)(=O)NCC2CCCN(C(=O)c3cncs3)C2)cc1 (configuration not stated)	-8&7	4&6	·
O=C(NCc1ccco1)c1cnn2c1NC(c1ccc3c(c1)OCO3)CC2C(F)(F)F (configuration not stated)	-4	16	-7
Cc1ncc(CN(C)C(=O)C(C(C)C)N2CCCCC2)s1 (configuration not stated)	-8	3	·
O=C(NC(c1ccc(Cl)cc1)c1ccccn1)C1CCN(CCc2ccccc2)CC1 (configuration not stated)	-3	10	-2
CNc1ncccc1C(=O)N1CCC(=O)N(CC2CC2)C(C(C)C)C1 (configuration not stated)	-4	5	-12
CCCn1ncc(C(=O)N2CCC(CO)(Cc3ccccc3Cl)CC2)c1C	5	6	-9
Cc1ccc(S(=O)(=O)NCCNc2ccc(Nc3cccc(C)n3)nn2)c(C)c1	-12	15	·
Cc1c(C(=O)NCc2ccccc2C(F)(F)F)sc(=O)n1CC(=O)c1ccc(Cl)cc1	-2	13	·
COc1ccc(Cc2nnc(SCC(=O)Nc3ccc(C)cc3C)[nH]c2=O)cc1	-2	-9	-7
CNc1ccc2ncc(-c3ccccc3NC(C)=O)n2n1	0	0	·
CSc1ccc(NC(=O)NCCN2CCN(c3nc(Cc4ccc(F)cc4)ns3)CC2)cc1	3	21	-4
N=C1CSC(N2CCCCC2)=N1	3	-2	-1
O=C1c2ccccc2S(=O)(=O)N1Cc1cc(Cl)cc2c1OCOC2	0	6	·
CC1(C(=O)N(c2ccc(F)cn2)C2CCOCC2)CC1(Cl)Cl (configuration not stated)	-7	6	·
CC1=C(CCN2CCC(CCC(=O)N3CCCC3)CC2)C(C)(C)CCC1	-5	-3	-8
COc1ccccc1OCCn1c(CN(C)C(=O)c2ccco2)nc2ccccc21	2	0	-2
COCCS(=O)(=O)c1ncc(CN2CCc3sccc3C2)n1Cc1ccccc1	-8	17	-11
COc1cc(Cl)c(C(=O)N2CCOC(COCc3cccc(C)c3)C2)cc1OC (configuration not stated)	-6	8	-3
O=C1OCCN1CCNC1CCC2(CCNCC2)CC1	-5	-7	-17
Cc1ccc(OC(C)CNC(=O)N(C)Cc2ccncc2)cc1 (configuration not stated)	-6	-1	·
C#CCN(Cc1ccco1)C(=O)CCCc1ccc2[nH]c(=O)[nH]c2c1	-7	2	·
Nc1cc(C(F)(F)F)c(-c2cc(N3CCOCC3)nc(N3CCOCC3)n2)cn1	-11	2	-9
CC(Sc1nnc(NC2CCCCC2)s1)C(N)=O (configuration not stated)	-10	0	·
COCCNC(=O)c1nc(Cn2c(C(F)F)nc3ccccc32)no1	-10	0	·
CCOC(=O)N1CCC(N2CCCC(CNC(=O)c3cccs3)C2)CC1 (configuration not stated)	-2	-5	·
O=C(CSc1ccc(-c2ccncc2)nn1)N1CCCCC1	-4	1	-7
Cc1nnnn1-c1ccc(Cc2nn3c(C(C)C)nnc3s2)cc1	-4	-1	-11
Cc1cc(NC(=O)CSc2nc(-c3ccc(Cl)cc3)nc3c2c(=O)n(C)c(=O)n3C)no1	-4	32	-9
COCCc1noc(C(C)NC(=O)CC23CC4CC(CC(C4)C2)C3)n1 (configuration not stated)	-2	2	-11
CCc1c(C(=O)N(Cc2ccco2)CC(F)(F)F)[nH]c(C)c1C(C)=O	-8	1	·

Reprinted from the listing, 15 compounds:
SMILES	hcGAS inh	NPYLR7 agonist	mcGAS lum
O=C1c2ccccc2S(=O)(=O)N1Cc1cc(Cl)cc2c1OCOC2	0	6	·
CC1(C(=O)N(c2ccc(F)cn2)C2CCOCC2)CC1(Cl)Cl (configuration not stated)	-7	6	·
CC1=C(CCN2CCC(CCC(=O)N3CCCC3)CC2)C(C)(C)CCC1	-5	-3	-8
COc1ccccc1OCCn1c(CN(C)C(=O)c2ccco2)nc2ccccc21	2	0	-2
COCCS(=O)(=O)c1ncc(CN2CCc3sccc3C2)n1Cc1ccccc1	-8	17	-11
COc1cc(Cl)c(C(=O)N2CCOC(COCc3cccc(C)c3)C2)cc1OC (configuration not stated)	-6	8	-3
O=C1OCCN1CCNC1CCC2(CCNCC2)CC1	-5	-7	-17
Cc1ccc(OC(C)CNC(=O)N(C)Cc2ccncc2)cc1 (configuration not stated)	-6	-1	·
C#CCN(Cc1ccco1)C(=O)CCCc1ccc2[nH]c(=O)[nH]c2c1	-7	2	·
Nc1cc(C(F)(F)F)c(-c2cc(N3CCOCC3)nc(N3CCOCC3)n2)cn1	-11	2	-9
CC(Sc1nnc(NC2CCCCC2)s1)C(N)=O (configuration not stated)	-10	0	·
COCCNC(=O)c1nc(Cn2c(C(F)F)nc3ccccc32)no1	-10	0	·
CCOC(=O)N1CCC(N2CCCC(CNC(=O)c3cccs3)C2)CC1 (configuration not stated)	-2	-5	·
O=C(CSc1ccc(-c2ccncc2)nn1)N1CCCCC1	-4	1	-7
Cc1nnnn1-c1ccc(Cc2nn3c(C(C)C)nnc3s2)cc1	-4	-1	-11

The list goes on:
SMILES	hcGAS inh	NPYLR7 agonist	mcGAS lum
CCOC(=O)c1nc(CC(C)n2cccn2)no1 (configuration not stated)	8	0	·
O=C(CNC(=S)NC(=O)c1cccc([N+](=O)[O-])c1)c1ccccc1	-1	8	-8
CC(C)COc1nc(-c2ccc3c(c2)OCO3)n(-c2ccc(NC(=O)c3ccccc3Br)cc2)n1	4	-5	0
CCN(CC)S(=O)(=O)c1ccc(C(=O)Nc2c(C)nc3ccc(C)cn3c2=O)cc1	-5	2	·
Cc1ccc(C(=O)NC2CC2)cc1NC(=O)N1CCN(S(=O)(=O)N(C)C)CC1	-8	10	-15
CCOC(=O)CCCSc1nnc(NC(=O)COCc2ccccc2)s1	-1	3	-4
OCc1cc(Cl)c2c(c1)OCCO2	-5	5	·
Cc1ccc(N2CCN(C(=O)CCn3cnc4c([nH]c5ccccc54)c3=O)CC2)c(C)c1	-6	·	-10
CC(C)c1nccn1CCCNC(=O)c1c(O)cccc1O	-6	-1	-11
Cc1nccn1C(C)CC(=O)NCC1=CCCCC1 (configuration not stated)	-3	-1	-1
CCc1ccccc1NC(=O)CCc1c(C)nn(-c2nc(C)c(C)c(=O)[nH]2)c1C	-3	7	·
Cc1nc(CC(=O)N(C)Cc2csc(-c3ccccc3)n2)cs1	-6	12	-10
O=C(NC1CCc2ccccc21)c1ccc(-c2cc(-c3cccc(C(F)(F)F)c3)n[nH]2)cc1 (configuration not stated)	-7	4	-5
Cc1ccc(-c2cc(CS(=O)(=O)N(C)c3ccccc3)on2)cc1	-5	2	·
CN(c1ccc(Br)cc1)S(=O)(=O)c1cnc[nH]1	4	8	0
Cn1cc(CN2CCC(CCC(=O)Nc3ccccc3)CC2)c2ccccc21	-9	5	·
CCCCC1CN(CCC(=O)NC(c2cccnc2)C(F)(F)F)Cc2ccccc2O1 (configuration not stated)	2	0	-2
COc1ccc2c(c1)C(CO)CC(C)(C)O2 (configuration not stated)	-2	2	-7
CCN(C(=O)c1ccc(=O)[nH]c1)c1ccccc1C	-1	4	·
CCCCC(=O)N1CCN(C(=O)c2cn(CC3CCCO3)cc3c(=O)n(-c4ccccc4)nc2-3)CC1 (configuration not stated)	4	-4	-1
CCCCC(=O)Nc1cccc(C(=O)NC2CCCN(C(=O)c3cccs3)C2)c1 (configuration not stated)	-3	0	0
COc1ccccc1-c1cnc(C(O)c2ccccc2)[nH]1 (configuration not stated)	-8	-2	·
Cc1cc(C2CCC2)nc(N2CCN(S(N)(=O)=O)CC2)n1	-5	13	·
CC1CN(Cc2ccccc2NC(=O)N(C)Cc2ccco2)CC(C)O1 (configuration not stated)	-6	4	·
CCOC(=O)CCCC(=O)N1CCC(c2nc(-c3ccc(Cl)cc3F)no2)CC1	-5	5	-5
NC(=O)c1sc2nc3c(cc2c1N)CN(Cc1ccccc1)CC3	0	-11	·
CC(Sc1nc2ccccc2c(=O)n1C1CC1)C(=O)N1CCOCC1 (configuration not stated)	-2	1	-6
CC(CNCc1csc(C23CC4CC(CC(C4)C2)C3)n1)n1cncn1 (configuration not stated)	-2	·	0
COCCCNC(=S)Nc1sc2c(c1C#N)CCCC2	3	4	·
COC(=O)c1cc(-c2ccc(OC)c3ncccc23)c[nH]1	-8	6	·
O=S(=O)(NCc1ccccc1)N1CCC(OCc2cccnc2)CC1	-3	-1	·
CCC1CN(CCNC(=O)c2ccc(C(C)=O)s2)Cc2cc(OC)ccc2O1 (configuration not stated)	-5	14	-11
Cc1ccc(NC(=O)CC(=O)N2CCN(Cc3ccc4c(c3)OCO4)C(=O)C2)cc1	2	-13	1
COc1ccc(-c2csc(-n3[nH]c(C)c(N=Nc4ccccc4OC)c3=O)n2)cc1	-3	-9	-5
CC(C)=CCC/C(C)=C/CNC(=O)c1cncn1-c1ccc(-c2cc(C)cc(C)c2)cc1	-3	0	-6
Cc1ccc2nc(NCCN(C)C)sc2c1	-5	3	·
CC(NC(=O)c1ccco1)c1nc2ccccc2n1CCCOc1ccccc1 (configuration not stated)	-2	-1	-5
Cc1ccccc1C1CCCN1C(=O)c1cnn2c(C(F)F)cc(C3CC3)nc12 (configuration not stated)	-3	-1	·
CC(=O)c1c(C)[nH]c(C(=O)C(C)N2CCN(C(=O)C3CC3)CC2)c1C (configuration not stated)	-5	0	-10
COc1ccc(C(=O)OCC(=O)NCC2CCCCC2)cc1F	-7	0	-8
CN(C)C(=O)c1cccc(CCNC(=O)C2COc3ccccc32)c1 (configuration not stated)	-11	10	-6
Cc1nc(N2CCN(CC(=O)NCc3ccccc3)CC2)c2c(-c3cccs3)csc2n1	0	-1	-4
Cc1nc(C)n(CC(C)C(=O)N(C)Cc2sccc2C)n1 (configuration not stated)	-4	-5	·
Cc1nnc(SCC(=O)N2CCCN(C)C3(CCN(C)CC3)C2)s1	-5	0	·
CC1(C(=O)NS(=O)(=O)c2ccc(Cl)s2)CCN1C(=O)C1(c2ccccc2)CC1 (configuration not stated)	-7	7	·
O=c1c2c3c(sc2ncn1N=Cc1ccc([N+](=O)[O-])cc1)CCCC3	-8	-5	-6
COc1ccc(-c2cc3n(n2)C(C(=O)Nc2ccc(C(C)=O)cc2)CC(=O)N3)cc1 (configuration not stated)	2	1	·
CCOc1ccc2c(=O)c(-c3ccccn3)c(C=Cc3ccco3)oc2c1	3	2	0
CC(=O)O[C@@H]1C[C@]23CC[C@@H]4[C@](C)(C(=O)O)CCC[C@@]4(C)C2CC[C@@]1(C)C3 (some centres not stated)	2	·	0
COc1ccc(-c2ccc(CNS(N)(=O)=O)cc2)cc1	-4	9	·
Cc1noc2nc(-c3ccccc3)cc(C(=O)NC(C)c3ccc(F)cc3)c12 (configuration not stated)	-5	-6	·
CCCc1cc(N2CCCCC2)n2nc(C)c(-c3ccccc3)c2n1	-4	2	-6
CC(=O)ON1C(c2ccc(F)cc2)N=C(c2ccccc2)C1(C)C (configuration not stated)	5	-15	2
O=C(c1ccoc1)N1CCc2ccc(NC(=O)C3(c4ccccc4)CC3)cc2C1	-2&-5	1&2	·
CCOC(=O)c1c(NC(=O)c2cccc(Cl)c2)sc(C(=O)Nc2ccccc2C(F)(F)F)c1C	-5	-5	·
CN(C)c1cccc(C(NC(=O)c2ccc3ccccc3c2)c2ccc(S(C)(=O)=O)cc2)c1 (configuration not stated)	-3	20	·
CCOc1ccc(OCC)c(-c2c(=O)n(OCc3ccccc3C(=O)OC)c3ccccc3[n+]2[O-])c1	-5	27	·
CN1c2ccccc2C(=O)NC12CCSCC2	-6	3	·
C=CC[C@@H]1CC=C[C@@H](c2ccccc2)N1Cc1ccc(CO)o1	-9	-2	-9
CNC(=O)c1ccc(/C=C/C(=O)Nc2nc3c(s2)CCCC3)cc1	-13	-1	·

(cont.)
SMILES	hcGAS inh	NPYLR7 agonist	mcGAS lum
CC(C)(C)c1ncc(NC(=O)C2(c3cccc(F)c3)CCC2)cn1	-18	8	·
C=C(C)Cn1c(NCC)nc2c1c(=O)[nH]c(=O)n2C	-6	·	-4
O=C1NCCN1CCNc1nccc(CCC(F)(F)F)n1	-9	17	·
Cc1nc(C)c(Cc2ccccc2F)c(N2CCN(C(=O)COc3ccccc3)CC2)n1	-7	31	-5
O=C(O)c1cc2n(n1)CCN(CC1CC1)C2=O	-7	-7	·
CN(CCc1ccccn1)c1ncccc1CNC(=O)NC1CCCCC1	-5	-3	-2
Cc1ccc(NC(=O)C(C2CCCC2)N2CCN(C(=O)Nc3ccc(F)cc3)CC2)cc1 (configuration not stated)	-5	13	-4
O=C(OCc1cc(-c2cc3ccccc3o2)on1)c1cc2ccccc2o1	-3	-4	·
Cc1ccc(N=Cc2cccc([N+](=O)[O-])c2)c(C)c1	-2	-2	-1
O=C(NCCc1ccccn1)c1ccc(OC2CCN(C(=O)C3CC3)CC2)cc1	-7	3	·
O=C(/C=C/c1cccc(C(F)(F)F)c1)Nc1ccc(-c2onc3c2CCCC3)cc1	-6	16	-5
O=C(NCC1CCN(C2CCCC2)CC1)Nc1ccccc1Cl	-9	-2	·
O=C(Nc1ccc(F)c(-n2nnnc2C2CC2)c1)C1CCCO1 (configuration not stated)	-5	4	·
O=C1CN(S(=O)(=O)c2ccccc2)CC(O)CN1CCCc1ccccc1 (configuration not stated)	-4	-1	-7
COC(=O)c1ccc(N(C(=O)Cn2cccn2)C(C)C)c(C)c1	-10	9	·
O=C(NCCOc1ccc(Cl)cc1)N1CCC2(CCOCC2)C1	-6	2	·
Cn1c(O)c(C=C2C=Nc3ccccc32)sc1=S	-6	-2	-7
Cc1nnsc1C(=O)N1CCC(C(=O)Nc2cccc(-c3cc4ccccc4[nH]3)c2)CC1	-10	19	-11
CCc1nc(CNCc2ccc(N3CCc4ccccc4C3)nc2)cs1	-4	5	-11
CCOCCCNC(=O)c1c(O)nc2scc(C)n2c1=O	-4	-1	-5
CC1(C(=O)Nc2ccccc2)CCN1C(=O)Cc1cc(F)ccc1F (configuration not stated)	-6	4	-6
